High-throughput results deposited in PubChem BioAssay by several laboratories.
HTR1E agonist = 5-HT1E receptor agonists, primary screen, cell-based, HTS; 5-hydroxytryptamine receptor 1E (Homo sapiens), P28566; CHO 5-HT1E Ga15 NFAT-bla reporter, FRET; 0% DMSO wells, 100% control agonist wells; activation, % at 6 µM; hit rate 0.69% among 65,000; AID 574, 2007;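 active means activation above a set limit, the screen-wide mean activation plus 3 SD, cut at about 8.5% in these data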;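 further: 100% = positive control agonist at 1 µM giving full maximal response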
Target sequence (P28566 whole entry, looked up): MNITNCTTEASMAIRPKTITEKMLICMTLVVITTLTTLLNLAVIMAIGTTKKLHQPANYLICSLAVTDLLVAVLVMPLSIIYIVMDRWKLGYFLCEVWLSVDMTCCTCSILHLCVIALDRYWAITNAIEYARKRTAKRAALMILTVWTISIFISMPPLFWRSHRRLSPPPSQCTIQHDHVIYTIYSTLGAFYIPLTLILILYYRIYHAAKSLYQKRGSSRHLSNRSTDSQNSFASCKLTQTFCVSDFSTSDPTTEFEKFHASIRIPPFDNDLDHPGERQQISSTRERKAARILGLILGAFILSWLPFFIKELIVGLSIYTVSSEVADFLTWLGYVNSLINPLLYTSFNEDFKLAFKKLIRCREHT
Abs 340nm = compound light absorbance at 340 nm, profiling panel, artefact control, biochemical, MLSMR library, data from PS, PMK, MK assays. compound absorbance at 340 nm, fold over control. fold change at 10 µM. 65,000 tested, under 10 active;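 active means at 10 µM dose, initial 340 nm absorbance at least 2 fold that of control wells; inactive means change under 2 fold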;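 further: initial absorbance extrapolated from kinetic A340 decline of NADH oxidation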
S1P3 ag = human S1P3 receptor agonists, primary screen, cell-based, primary and confirmation, NFAT-BLA reporter; Sphingosine 1-phosphate receptor 3 (Homo sapiens), Q99500; S1P3 NFAT-BLA reporter cells, agonism, FRET ratio; relative to 1 µM S1P, basal subtracted; activation, % at 4.5 µM; hit rate 0.1% among 60,000; AID 373, 2006;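 active means activation above the screen-wide mean plus 3 SD, cut at about 4.5% in these data, passing the limit was not always enough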; further: some compounds called inactive have numbers as strong as hits
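Measure – % activation relative to 1 µM S1P (100%), per plate · System – stable CHO line with human S1P3, Gα16, NFAT-BLA reporter · Timing – cells plated overnight, compound 4 h 37 °C, substrate 2 h RT · Technique – fluorescent BLA substrate, ex 405 nm, em 460/535 nm ratio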
Fluor 339 460 = intrinsic fluorescence of library compounds, ex339/em460 – biochemical, MLSMR library, data from DPM-DC assay, artefact control, profiling panel. fluorescence fold increase at 10 µM. hit rate 5.5% among 65,000. compound autofluorescence, ex339/em460 nm, NADH buffer; hits give high values; 1 = no-compound wells, NADH background;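 active means at 10 µM, mean starting fluorescence two-fold or more over control wells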;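 further: signal is the first read of a kinetic run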
5-HT1A blocker = human 5-HT1a receptor antagonists, primary screen, cell-based, CHO, Ga15 NFAT-bla reporter. CHO 5-HT1a Ga15 NFAT-bla reporter, antagonist mode. inhibition, % at 10 µM. hit rate 0.68% among 62,000;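 active means inhibition above the mean of all tested compounds plus 3 SD, cut at about 43% in these data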;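 further: receptor stimulated by 5-CT agonist at 100 nM near EC80; beta-lactamase reporter measured by ratiometric fluorescence of a cleavable substrate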
Target sequence (P08908 whole entry, looked up): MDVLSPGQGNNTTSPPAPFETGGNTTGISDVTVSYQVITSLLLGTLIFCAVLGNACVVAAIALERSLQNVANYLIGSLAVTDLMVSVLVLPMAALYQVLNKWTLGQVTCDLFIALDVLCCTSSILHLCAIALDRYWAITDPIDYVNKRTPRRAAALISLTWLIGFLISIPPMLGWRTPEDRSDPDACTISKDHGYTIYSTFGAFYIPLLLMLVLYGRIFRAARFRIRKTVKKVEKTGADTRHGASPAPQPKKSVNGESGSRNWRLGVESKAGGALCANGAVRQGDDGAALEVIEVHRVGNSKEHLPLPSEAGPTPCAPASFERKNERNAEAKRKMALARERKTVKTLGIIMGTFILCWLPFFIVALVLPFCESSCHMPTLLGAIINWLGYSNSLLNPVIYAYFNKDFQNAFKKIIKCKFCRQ
Her2 expr inh = inhibitors of Her2 protein expression, primary screen, SKBR-3 cells, AlphaScreen, 66K library; Receptor tyrosine-protein kinase erbB-2 (Homo sapiens), P04626; HER2 level % of control, % at 10 µM; hit rate 0.69% among 65,000; SKBR-3 HER2 protein level, 18-24 h; hits give low values;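 active means HER2 level under 5% of the carrier-only control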;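 further: 100% = DMSO carrier and 0% = 500 nM PU-H71 HSP90 inhibitor; lower value means stronger loss of Her2 protein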
MMP13 inh = human MMP13 inhibitors, primary screen, biochemical, FRET peptide cleavage. Collagenase 3 (Homo sapiens), P45452. MMP-13 fTHP FRET cleavage, Mca fluorescence. inhibition, % at 4 µM. hit rate 0.07% among 65,000;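 active means inhibition above the mean of compound-free control plate wells plus 3 SD, cut at about 14% in these data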;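 further: 0% = DMSO wells and 100% = wells with reference MMP-13 inhibitor after basal subtraction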
HTR1E antagonist = 5-HT1E receptor antagonists, primary screen, cell-based, HTS | inhibition, % at 6 µM | 5-hydroxytryptamine receptor 1E (Homo sapiens), P28566 | hit rate 0.99% among 65,000 | AID 571, 2007 | CHO 5-HT1E Ga15 NFAT-bla reporter, FRET, antagonist;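 active means inhibition above a set limit, the mean inhibition across every tested compound plus 3 SD, cut at about 29% in these data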;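 further: signal is the 460 over 535 nm emission ratio of beta-lactamase substrate; 0% = agonist plus DMSO wells and 100% = wells without agonist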
S1P1 ag-PAM = S1P1 agonists and agonism potentiators, primary screen, cell-based, primary and confirmation screens, CRE-bla reporter; Sphingosine 1-phosphate receptor 1 (Homo sapiens), P21453; S1P1 CRE-bla cells, forskolin, beta-lactamase FRET, potentiator mode; S1P1 agonist co-added at EC20, 2 nM; 100% = saturating reference agonist, 0% = basal; activation, % at 9.5 µM; hit rate 0.57% among 56,000;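 active means activation above a cutoff set at the mean activation of all tested compounds plus 3 SD, cut at about 54% in these data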;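 further: forskolin at 4 µM as EC80 and the EC20 agonist is SEW2871; 100% = SEW2871 at its EC100 plus forskolin at EC80; some compounds past the cut are filed as inactive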
Starred values were filed as active, the others as inactive; nt = no result given.

The opening 2 entries (preview)
HTR1E agonist	Abs 340nm	S1P3 ag	Fluor 339 460	5-HT1A blocker	Her2 expr inh	MMP13 inh	HTR1E antagonist	canonical_smiles	S1P1 ag-PAM
0.3	1	-0.9	1.1	6	106	1	6	CN(C)CCCN1C(=O)C(O)=C(C(=O)c2cccs2)C1c1ccccn1 (configuration not stated)	2
0.1	1	nt	1.1	-10	86	-4	-8	COc1cccc(C2CC(=O)Nc3cc(OC)c(OC)c(OC)c32)c1OC (configuration not stated)	nt

The list itself, from the start:
HTR1E agonist	Abs 340nm	S1P3 ag	Fluor 339 460	5-HT1A blocker	Her2 expr inh	MMP13 inh	HTR1E antagonist	canonical_smiles	S1P1 ag-PAM
0.3	1	-0.9	1.1	6	106	1	6	CN(C)CCCN1C(=O)C(O)=C(C(=O)c2cccs2)C1c1ccccn1 (configuration not stated)	2
0.1	1	nt	1.1	-10	86	-4	-8	COc1cccc(C2CC(=O)Nc3cc(OC)c(OC)c(OC)c32)c1OC (configuration not stated)	nt
-1.0	1	0.7	1	12	85	-13	18	CCN(CC)CCN1C(=O)c2oc3ccc(F)cc3c(=O)c2C1c1ccncc1 (configuration not stated)	-12
-0.3	1	1.8	1	3	105	-2	-7	O=C(O)CN1C(=O)CNC1=O	4
0.2	0.97	-0.9	1	-2	64	5	1	COc1cc(C)nc(NS(=O)(=O)c2ccc(C)cc2)n1	10
-0.3	1.1	-1.4	1.1	4	94	0	-18	Cc1nc2cc(O)ccc2n1C	8
-0.3	1	-0.4	1	15	nt	-1	1	Cc1nn(C)cc1CNC(=O)Nc1ccc(Br)cc1Cl	9
-0.2	1	-0.3	1.1	-3	82	-4	6	Cn1c(=O)[nH]c(=O)c2c1nc(N1CCOCC1)n2CCCSc1ncccn1	-15
0.3	1	-0.1	1.1	-5	94	3	5	Cc1nc2ncnn2c(C)c1CCC(=O)O	14
-0.7	1	-0.8	1.1	-1	95	-5	-2	Cc1nnc(NC(=O)CSc2nnc(-c3ccoc3C)n2CC(C)C)s1	-7
0.3	0.99	0.0	1	-8	83	2	-3	CC1CCC(NC(=O)C2c3ccccc3C(=O)N2CCCN2CCOCC2)CC1 (configuration not stated)	15
-0.7	1	nt	1.1	11	nt	2	6	CC(=O)NCc1nc2ccccc2n1Cc1ccccc1F	nt
-0.1	1	-1.3	1	3	85	6	-1	O=C(CSc1nc2ccccc2[nH]1)c1ccc2c(c1)OCO2	-5
0.8	1	-0.3	1.1	-4	102	6	-1	CC(C)Cc1cc(C(=O)NCCN2CCOCC2)no1	-1
-0.6	1	-0.5	1.1	6	71	5	-2	CCNC(=O)c1c(C)[nH]c(C(=O)OCC)c1C	10
-0.5	1	-1.2	1.3	33	83	-3	16	COc1ccccc1C(CCN(Cc1cccs1)C(C)=O)c1ccco1 (configuration not stated)	13
-0.1	1.1	-3.6	1	nt	81	-1	0	CCC1SC2=NC(C)=C(C(=O)OCCOC)C(c3ccc(C(=O)OC)cc3)N2C1=O (configuration not stated)	4
0.8	1	-1.0	1.1	6	91	4	2	COc1ccc(CC(=O)OCC(=O)Nc2ncc(Cl)cc2Cl)cc1	6
-0.7	1	-0.8	1.1	6	85	-2	-5	N#Cc1cn(CC(=O)NCC2CCCO2)c2ccccc12 (configuration not stated)	5
-0.2	1	-1.1	1.1	17	79	4	1	N#CC(C(=O)NCc1ccco1)c1nc2ccccc2nc1N1CCOCC1 (configuration not stated)	21
-0.2	1	-0.9	1.1	16	79	1	8	Cc1noc(C)c1C(=O)NCCCN1CCCC1=O	3
-0.3	1	-2.4	1.1	17	99	-6	-9	O=C(CN1C(=O)CSc2ccccc21)N1CCc2ccccc21	2
0.0	1	-0.6	1.1	-8	96	0	-6	CCOC(=O)CN1C(=O)NC2NC(=O)NC21 (configuration not stated)	-3
-0.7	1	-0.5	1	1	115	4	-3	CC(=O)Nc1ccc(S(=O)(=O)N(C)CC(=O)Nc2ccccc2N2CCOCC2)cc1	1
0.4	1	0.0	1.1	30	86	0	1	CC(Sc1nc(NCc2ccccc2)nc(N2CCOCC2)n1)C(=O)Nc1ccccc1 (configuration not stated)	29
-0.9	1	-1.2	1.1	25	72	-1	-8	CC(c1nnnn1C1CCCCC1)N(Cc1ccccc1)Cc1cccnc1 (configuration not stated)	17
1.2	1	nt	1.1	3	94	6	2	O=c1c2cnn(-c3ccccc3)c2nnn1Cc1ccccn1	nt
0.2	0.98	-0.7	1	-10	155	3	-10	Cn1c(=O)c2c(ncn2CC(O)CNc2ccc(Cl)cc2)n(C)c1=O (configuration not stated)	0
0.7	1.1	-0.6	1.2	3	103	-2	-16	O=c1cc(CNCCCO)c2ccccc2[nH]1	-9
-0.9	1.1	-1.4	1.1	-2	75	-4	1	O=C(O)[C@H](Cc1ccccc1)N1Cc2ccccc2C1=O	-10
0.7	1	0.5	1	-2	113	-4	-6	CC(C)NS(=O)(=O)c1ccc(NC(=O)c2cccnc2)cc1	-23
-0.8	1	-1.3	1.1	4	103	4	10	Cn1cccc1C1NC(=O)c2c(sc3c2CCC(C(C)(C)C)C3)N1 (configuration not stated)	11
0.0	1.2	-1.0	1.3	4	53	2	-3	CCOC(=O)N1CCC(Nc2nc3ccccc3nc2NS(=O)(=O)c2ccc(Cl)cc2)CC1	-11
1.1	1.1	-0.8	4.2*	5	99	-90	13	Cc1cc(-n2c(C)cc(C(=O)COc3ccc4ccc(=O)oc4c3)c2C)no1	16
-0.1	0.99	-1.5	1	7	92	3	0	O=C(CCC(=O)N1CCc2ccccc2C1)N1CCN(S(=O)(=O)c2ccccc2)CC1	26
-0.3	1.1	-1.4	1.1	10	115	-1	-11	Cc1ccc(NC(=O)CSC2=C(C#N)C(c3ccc4c(c3)OCO4)C3=C(CCCC3=O)N2)c(C)c1 (configuration not stated)	31
-1.1	1	-1.0	1.1	5	82	6	3	O=C(Oc1cccc2c(OC(=O)N3CCOCC3)cccc12)N1CCOCC1	nt
0.0	1	-0.3	1.1	-9	116	0	-6	Cc1nnc(NC(=O)CSc2nnc(Cc3ccccc3)n2Cc2ccccc2)s1	nt
0.5	0.99	-0.4	1.1	0	85	-1	1	CSCC[C@H](NC(=O)OC(C)(C)C)c1nnc(SCC=C(C)C)o1	2
-0.4	1	-0.1	1.1	8	96	3	3	CSC1=NCCN1C(=O)c1ccc(S(=O)(=O)N2CCCCC2)cc1	3
-0.3	1	-1.4	1.1	14	74	2	-2	CC1CCN(C(=O)Cn2c(=O)n(Cc3ccc4c(c3)OCO4)c(=O)c3ccccc32)CC1	-4
-0.8	1.1	0.4	1.1	-14	116	-2	-3	CC(=O)c1c(C)[nH]c(C(=O)OC2CCOC2=O)c1C (configuration not stated)	-23
0.2	1	-0.2	1.1	-1	87	3	0	CCOC(=O)CSc1nnc(CNC(=O)c2cccc(C)c2)n1-c1ccccc1OC	-3
1.1	1	1.2	1.1	-6	81	-1	4	CCC(CC)C(=O)NCCc1cc2ccc(C)c(C)c2[nH]c1=O	-14
-0.4	1.1	-1.2	1.5	0	102	-5	-3	Cn1c2ccccc2c2ncn(CCN3CCOCC3)c(=O)c21	-1
0.3	1.1	0.4	1.1	-5	114	-3	2	CCc1c(C)nc(/N=C(/NC(=O)c2ccccc2)Nc2ccccc2OC)[nH]c1=O	-6
1.0	1	-0.3	1.1	0	89	2	-9	Cn1c(SCC(=O)Nc2sc3c(c2C#N)CCC3)nnc1C1COc2ccccc2O1 (configuration not stated)	16
0.5	1	-1.4	1.1	nt	107	0	5	CN(CCCCCC(=O)/C=N/O)Cc1ccccc1	5
0.1	1	-0.6	1.1	9	117	-3	1	CCCN1CCN(C(=O)C2CCN(S(=O)(=O)c3ccc4c(c3)oc(=O)n4C)CC2)CC1	-21
2.2	1.1	-0.5	1.2	-37	53	-3	-2	Cc1c(NC(=O)c2ccco2)cccc1-c1nc2cccnc2s1	2
-1.1	1	-1.1	1.1	-11	100	-8	-15	CC(=O)Nc1nc(C)c(Oc2ccccc2)c(=O)[nH]1	6
-0.2	1	-0.4	1	1	69	1	-2	CCOC(=O)CC1C(=O)NCCN1C(=O)COc1ccc(Br)cc1C (configuration not stated)	nt
-0.1	1	nt	1.1	12	104	3	1	Cc1ccc(S(=O)(=O)N(CC(=O)NCc2ccco2)Cc2ccc(F)cc2)cc1	nt
-0.5	1.1	-1.2	1.1	17	60	2	-8	c1ccc(N2CCN(c3ncnc4scc(-c5cccs5)c34)CC2)cc1	nt
0.6	1.1	-2.3	1.1	nt	124	1	15	COCCCNc1nc(-c2ccncc2)nc2ccccc12	-8
-1.8	0.98	-1.3	1.1	6	65	-3	4	COc1ccccc1NC(=O)N(C1CCCC1)C1CCN(C(C)=O)CC1	-9

Following part.
HTR1E agonist	Abs 340nm	S1P3 ag	Fluor 339 460	5-HT1A blocker	Her2 expr inh	MMP13 inh	HTR1E antagonist	canonical_smiles	S1P1 ag-PAM
0.2	1	-0.4	1.1	-9	87	3	-2	CC(=O)Nc1ccc(OC(=O)C(CCS(C)(=O)=O)N2C(=O)c3ccccc3C2=O)cc1 (configuration not stated)	nt
-1.0	0.99	-0.1	1.1	-15	138	1	-3	CC1(C)NC(=O)N(CNc2cc(Cl)ccc2Cl)C1=O	-18
-0.1	1.1	0.0	1.1	-4	92	4	-3	CC1(C)CC(C#N)(N2CCOCC2)CCO1 (configuration not stated)	-4
0.0	1.1	-0.2	1.1	43*	94	-5	7	Cc1c(C(=O)OCC(=O)c2c(N)n(CC(C)C)c(=O)n(C)c2=O)oc2ccccc12	27
-0.5	1.2	-0.4	1	1	121	5	4	N#CCCN1CCN(C(=S)c2ccc(-c3cccc(Cl)c3)o2)CC1	5
0.2	1	-2.1	1.1	4	97	7	7	O=C(COC(=O)C1CC(=O)N(C2CCCCC2)C1)c1ccc(F)cc1 (configuration not stated)	-6
0.5	1	0.7	1.1	-6	97	1	-1	O=C(Cn1nc(-c2ccccc2)ccc1=O)NCc1ccc2c(c1)OCO2	-18
-0.1	1	-0.9	1.2	-7	100	-7	-4	O=C(c1ccc(Nc2cccc(C(F)(F)F)c2)nc1)N1CCCC1	2
0.4	1	-0.4	1	0	107	3	10	COc1ccc(C2CC(C(F)(F)F)n3nc(CO)c(Cl)c3N2)cc1OC (configuration not stated)	9
0.6	1.1	-0.8	1.1	5	103	7	3	CC(C)C(=O)Nc1cccc(C(=O)Nc2nncs2)c1	5
-1.0	1.1	0.1	1.1	-13	87	-2	31*	CCn1c2ccccc2c2nnc(SCC(=O)c3ccccc3)nc21	-70
-0.6	1	0.1	1.1	-1	112	-2	-2	O=c1[nH]cnc2c1nc(SCc1ccccc1)n2C1OC(CO)C(O)C1O (configuration not stated)	-7
0.4	1	-1.0	1.1	nt	99	-6	1	O=C(O)C1CC(=O)N(Cc2cccs2)C1 (configuration not stated)	2
